From PubChem
5HT1a antag: blocks the human serotonin 5-HT1a receptor; CHO 5-HT1a Ga15 NFAT-bla reporter, antagonist mode; inhibition, % at 10 µM; 0.68% of 62,000 active; AID 612;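 active = inhibition above the mean of all tested compounds plus 3 SD, cut at about 43% in these data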;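 note: receptor stimulated by 5-CT agonist at 100 nM near EC80; beta-lactamase reporter measured by ratiometric fluorescence of a cleavable substrate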
Target sequence (P08908 whole entry, looked up): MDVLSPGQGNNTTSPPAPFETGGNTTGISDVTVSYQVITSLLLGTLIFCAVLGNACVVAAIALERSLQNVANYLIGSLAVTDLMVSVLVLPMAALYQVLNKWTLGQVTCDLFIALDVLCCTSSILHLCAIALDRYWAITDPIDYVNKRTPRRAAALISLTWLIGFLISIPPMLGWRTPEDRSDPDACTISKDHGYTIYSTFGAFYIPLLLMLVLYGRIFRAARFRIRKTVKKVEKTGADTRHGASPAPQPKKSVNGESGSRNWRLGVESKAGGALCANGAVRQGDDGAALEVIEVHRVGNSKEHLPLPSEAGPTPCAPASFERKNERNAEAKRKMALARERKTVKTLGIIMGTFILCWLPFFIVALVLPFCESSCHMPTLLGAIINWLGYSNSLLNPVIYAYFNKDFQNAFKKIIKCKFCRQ
HTR1A agonist: agonists of human 5-HT1a serotonin receptor. P08908. CHO 5-HT1a Ga15 NFAT-bla reporter, FRET ratio; 0% basal, 100% maximal reference agonist. activation, % at 10 µM. 0.56% of 65,000 active;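 active = activation above the screen-wide mean activation plus 3 SD, cut at about 19% in these data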;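 note: 0% = DMSO wells and 100% = 5-CT at EC100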
Jurkat viability: cytotoxicity toward Jurkat cells. Jurkat E6.1 viability, ATP luminescence, 48 h. inhibition, % at 4 µM. 1.2% of 56,000 active;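 active = inhibition above the mean inhibition of all tested compounds plus 3 SD, cut at about 28% in these data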
D1 mod: D1 dopamine receptor (human) allosteric modulation; P21728; HEK293 D1, CRE-luciferase, dopamine EC30 potentiation; actives deviate in either direction; B-score at 10 µM; 5.9% of 58,000 active; AID 641;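 active = luminescence count or its row- and column-corrected plate score outside the 99.7% band of the plate's sample wells, on either side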
5HT1E antag: 5-HT1E (human) receptor antagonism | CHO 5-HT1E Ga15 NFAT-bla reporter, FRET, antagonist | inhibition, % at 6 µM | 0.99% of 65,000 active | AID 571;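 active = inhibition above a set limit, the mean inhibition across every tested compound plus 3 SD, cut at about 29% in these data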;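 note: signal is the 460 over 535 nm emission ratio of beta-lactamase substrate; 0% = agonist plus DMSO wells and 100% = wells without agonist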
HTR1E agonist: 5-HT1E (human) receptor agonism. AID 574. CHO 5-HT1E Ga15 NFAT-bla reporter, FRET; 0% DMSO wells, 100% control agonist wells. P28566. activation, % at 6 µM. 0.69% of 65,000 active;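 active = activation above a set limit, the screen-wide mean activation plus 3 SD, cut at about 8.5% in these data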;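 note: 100% = positive control agonist at 1 µM giving full maximal response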
S1P3 agonist: S1P3 (human) receptor agonism. Q99500. S1P3 NFAT-BLA reporter cells, FRET ratio; relative to 1 µM S1P, basal subtracted. activation, % at 4.5 µM. 0.1% of 60,000 active;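 active = activation above the screen-wide mean plus 3 SD, cut at about 4.5% in these data, passing the limit was not always enough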; note: some compounds called inactive have numbers as strong as hits
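Material: Human S1P3 NFAT-BLA reporter CHO cells | Incubation: Overnight plating, 4 h compound 37 °C, 2 h substrate RT | Signal: FRET β-lactamase substrate fluorescence, excitation 405 nm, 460/535 nm emission ratio, background-subtracted | Compound: 4.5 µM final, single dose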
S1P1 ag-PAM: agonists and agonism potentiators of human S1P1 receptor; P21453; S1P1 CRE-bla cells, forskolin, beta-lactamase FRET, potentiator mode; S1P1 agonist co-added at EC20, 2 nM; 100% = saturating reference agonist, 0% = basal; activation, % at 9.5 µM; 0.57% of 56,000 active; AID 449;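 active = activation above a cutoff set at the mean activation of all tested compounds plus 3 SD, cut at about 54% in these data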;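 note: forskolin at 4 µM as EC80 and the EC20 agonist is SEW2871; 100% = SEW2871 at its EC100 plus forskolin at EC80; some compounds past the cut are filed as inactive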
Target sequence (P21453 whole entry, looked up): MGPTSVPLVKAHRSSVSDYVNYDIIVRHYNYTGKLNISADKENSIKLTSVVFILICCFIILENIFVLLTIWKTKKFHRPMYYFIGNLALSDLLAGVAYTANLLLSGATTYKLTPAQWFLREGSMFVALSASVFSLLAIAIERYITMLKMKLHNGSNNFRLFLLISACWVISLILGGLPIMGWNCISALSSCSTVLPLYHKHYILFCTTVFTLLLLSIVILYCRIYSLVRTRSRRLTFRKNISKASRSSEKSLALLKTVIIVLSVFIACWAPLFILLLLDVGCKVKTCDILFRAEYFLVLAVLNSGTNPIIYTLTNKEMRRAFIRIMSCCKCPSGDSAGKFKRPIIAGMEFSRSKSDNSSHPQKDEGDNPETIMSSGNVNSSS
HEK293 NFkB inh: inhibitors of the PMA/ionomycin-induced NF-kB reporter in HEK293 cells; inhibition, % at 3 µM; HEK-293 NF-kB luciferase reporter, luminescence; 0.21% of 62,000 active; AID 465;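 active = inhibition above the mean of all tested compounds plus 3 SD, cut at about 40% in these data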;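 note: 0% = stimulated DMSO wells and 100% = 10 µM reference inhibitor 5653914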
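Signal: luciferase luminescence; Material: HEK-293 cells with stable firefly luciferase reporter driven by four HIV NF-kB elements; Probe or stimulus: PMA with ionomycin; Replication: tested once; Times: 1 h compound pretreatment, then 16 h stimulation at 37 °C, 5% CO2; Benchmarks: DMSO and 10 µM reference inhibitor; Evaluation: per-plate % inhibition versus controls.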
Active calls of the source: *; . = not tested or not shown.

Short forms: A = 5HT1a antag; B = HTR1A agonist; C = Jurkat viability; D = D1 mod; E = 5HT1E antag; F = HTR1E agonist; G = S1P3 agonist; H = S1P1 ag-PAM; I = HEK293 NFkB inh
CC(=O)Nc1cc(-c2ccccc2)ccc1O
  A = -10; B = -1.9; C = 2; D = -0.74; E = -6; F = -1.6; G = -0.8; H = -28; I = 7

Cc1cc(C)c2[nH]c(=O)c(CN(Cc3nnnn3C3CCCC3)C3CCCCC3)cc2c1
  A = -3; B = 0.8; C = -2; D = 0.69; E = 1; F = 0.4; G = -0.3; H = -2; I = 7

Cc1ccccc1Cn1cc(/C=N/n2cnnc2)c2ccccc21
  A = 9; B = -0.5; C = 15; D = -0.023; E = 20; F = -1.2; G = -1.7; H = -20; I = 27

Cc1c(NC(=O)c2ccccc2NS(=O)(=O)c2ccc(F)cc2)c(=O)n(-c2ccccc2)n1C
  A = -10; B = -2.1; C = -7; D = 0.046; E = 1; F = 0.1; G = -0.2; H = -23; I = 19

CCc1nnc(NC(=O)CN2C(=O)c3ccccc3C2=O)s1
  A = -10; B = -4.5; C = 3; D = 0.49; E = -5; F = 1.1; G = -0.3; H = 8; I = 6

COCCCNc1nc2c(c(=O)[nH]c(=O)n2C)n1CC(O)COc1ccccc1 (stereo not drawn)
  A = .; B = -2.9; C = .; D = .; E = -4; F = 1.6; G = -6.7; H = -6; I = .

COc1ccccc1N1CCN(C(c2ccc(F)cc2)c2nnnn2C(C)C)CC1 (stereo not drawn)
  A = 43*; B = -3.3; C = -4; D = -0.66; E = 7; F = 0.6; G = -0.6; H = -14; I = 14

Cc1nc2sc(C(c3ccco3)N3CCN(c4cccc(Cl)c4)CC3)c(O)n2n1 (stereo not drawn)
  A = 14; B = 0.7; C = -6; D = -0.12; E = -6; F = 2.3; G = 1.0; H = 9; I = 19

Cc1csc(=N)n1CC(=O)N1CCc2ccccc21
  A = 17; B = -2.4; C = 4; D = -0.92; E = 3; F = -1.0; G = 0.2; H = -4; I = 22

CCSc1nc2c(c(=O)[nH]c(=O)n2C)n1C/C=C(/C)Cl
  A = -22; B = 8.5; C = -4; D = 14*; E = 9; F = 0.2; G = 0.8; H = -19; I = 19

CCC(c1nnnn1CCc1ccccc1)N(Cc1ccco1)Cc1cc2cccc(C)c2[nH]c1=O (stereo not drawn)
  A = 24; B = -1.1; C = 3; D = 0.22; E = -3; F = -0.2; G = 0.0; H = -29; I = 3

COc1cc(OC)c(C2N(c3ccc(Cl)cc3)C(=O)C3CCCN32)cc1OC (stereo not drawn)
  A = 12; B = -2.7; C = 2; D = -0.013; E = -1; F = 0.6; G = -0.8; H = -10; I = 16

Cc1nc2ccc(NC(=O)NCc3ccco3)cc2s1
  A = -5; B = -2.6; C = 4; D = -0.43; E = -3; F = 0.5; G = 0.0; H = -24; I = 8

CCOc1ccccc1NC=C1C(=O)OC(C)(C)OC1=O
  A = -16; B = -2.0; C = -7; D = -0.15; E = -2; F = -0.3; G = 1.4; H = -5; I = 5

CCN1CCN(C(c2cccs2)C(C)NC(=O)c2ccccc2)CC1 (stereo not drawn)
  A = -1; B = -1.7; C = 2; D = -0.35; E = -8; F = -0.5; G = -1.7; H = -22; I = 10

COc1ccc(NC2=NC3(CCCCC3)N=C(N)N2)cc1
  A = 4; B = -5.0; C = 2; D = -1.8; E = 4; F = -1.2; G = 0.4; H = -23; I = 3

C=CCn1cnc2c(c1=O)c1nc3ccccc3nc1n2/N=C/c1cc(OC)c(OC)c(OC)c1
  A = -35; B = 2.8; C = 2; D = -0.99; E = 1; F = 0.6; G = 0.3; H = -12; I = 18

CN=C(NC)SC1CC(=O)N(c2ccccc2)C1=O (stereo not drawn)
  A = -2; B = -3.4; C = 5; D = -0.023; E = -7; F = -0.3; G = -0.2; H = -6; I = 7

CCOC(=O)c1ccccc1NC(=O)c1ccc(NS(C)(=O)=O)cc1
  A = 9; B = 1.2; C = 12; D = 19*; E = 34*; F = -0.8; G = 0.0; H = .; I = -5

CCOC(=O)C1CCN(S(=O)(=O)c2cc(Cl)c(C)cc2OC)CC1
  A = -6; B = -0.7; C = -3; D = -0.92; E = -1; F = -0.8; G = -0.7; H = -1; I = 4

CC1CCN(CCCNC(=O)c2ccc(CS(=O)(=O)Cc3ccccc3F)o2)CC1
  A = 5; B = 0.7; C = .; D = .; E = -3; F = -0.2; G = .; H = .; I = 9

Cc1cnc(N)c2c(=O)oc3ccccc3c12
  A = -4; B = 0.2; C = 4; D = 9.8*; E = 19; F = 1.2; G = -0.6; H = -37; I = 10

Cc1ccc(NC(=O)Cn2nc(C)c3ccccc3c2=O)cc1F
  A = 8; B = -0.7; C = -3; D = 0.015; E = -2; F = 0.7; G = -0.1; H = -14; I = 18

CCSc1nc(C)nc2c1oc1ccccc12
  A = -7; B = -0.2; C = 0; D = 11*; E = 10; F = 0.3; G = -0.9; H = -22; I = 18

CCC(=O)Nc1nc2cc(OC)ccc2s1
  A = -15; B = 0.2; C = 4; D = -1.6; E = -15; F = 0.5; G = 0.4; H = -2; I = -22

By substructure: the compounds so far containing a furan ring, fused or not
Short forms: A = 5HT1a antag; B = HTR1A agonist; C = Jurkat viability; D = D1 mod; E = 5HT1E antag; F = HTR1E agonist; G = S1P3 agonist; H = S1P1 ag-PAM; I = HEK293 NFkB inh
Cc1nc2sc(C(c3ccco3)N3CCN(c4cccc(Cl)c4)CC3)c(O)n2n1 (stereo not drawn)
  A = 14; B = 0.7; C = -6; D = -0.12; E = -6; F = 2.3; G = 1.0; H = 9; I = 19

CCC(c1nnnn1CCc1ccccc1)N(Cc1ccco1)Cc1cc2cccc(C)c2[nH]c1=O (stereo not drawn)
  A = 24; B = -1.1; C = 3; D = 0.22; E = -3; F = -0.2; G = 0.0; H = -29; I = 3

Cc1nc2ccc(NC(=O)NCc3ccco3)cc2s1
  A = -5; B = -2.6; C = 4; D = -0.43; E = -3; F = 0.5; G = 0.0; H = -24; I = 8

CC1CCN(CCCNC(=O)c2ccc(CS(=O)(=O)Cc3ccccc3F)o2)CC1
  A = 5; B = 0.7; C = .; D = .; E = -3; F = -0.2; G = .; H = .; I = 9

CCSc1nc(C)nc2c1oc1ccccc12
  A = -7; B = -0.2; C = 0; D = 11*; E = 10; F = 0.3; G = -0.9; H = -22; I = 18

Entries above that contain an aryl thioether with sulfur outside any ring:
Short forms: A = 5HT1a antag; B = HTR1A agonist; C = Jurkat viability; D = D1 mod; E = 5HT1E antag; F = HTR1E agonist; G = S1P3 agonist; H = S1P1 ag-PAM; I = HEK293 NFkB inh
CCSc1nc2c(c(=O)[nH]c(=O)n2C)n1C/C=C(/C)Cl
  A = -22; B = 8.5; C = -4; D = 14*; E = 9; F = 0.2; G = 0.8; H = -19; I = 19

CCSc1nc(C)nc2c1oc1ccccc12
  A = -7; B = -0.2; C = 0; D = 11*; E = 10; F = 0.3; G = -0.9; H = -22; I = 18

Carrying on:
Short forms: A = 5HT1a antag; B = HTR1A agonist; C = Jurkat viability; D = D1 mod; E = 5HT1E antag; F = HTR1E agonist; G = S1P3 agonist; H = S1P1 ag-PAM; I = HEK293 NFkB inh
CCOc1cc(NC(=O)C2CCCO2)c(OCC)cc1NC(C)=O (stereo not drawn)
  A = -13; B = -3.2; C = -4; D = .; E = -2; F = -0.3; G = -0.8; H = -7; I = 2

CCOC(=O)c1c(-c2ccccc2)csc1NC(=O)c1nn(CC)cc1Br
  A = 6; B = -0.7; C = -2; D = -0.44; E = 15; F = -0.6; G = -1.2; H = 46; I = 6

Cn1c(Cn2c(=O)sc3ccccc32)nnc1SCC(=O)N1CCN(c2ccccc2)CC1
  A = -16; B = -0.1; C = -4; D = -0.061; E = 0; F = 0.6; G = 0.1; H = 0; I = 2

Cn1c(-c2ccc3c(c2)OCO3)cnc1NC(=O)CCC(=O)NCCc1ccccc1
  A = -2; B = -3.1; C = 4; D = -1; E = -2; F = -0.9; G = -0.9; H = 3; I = 12

O=C1CC2(CCCCC2)Oc2ccc(OCC(=O)N3CCOCC3)cc21
  A = -22; B = -2.7; C = -1; D = 0.29; E = -13; F = 0.1; G = -0.8; H = -11; I = -2

CN(c1ccccc1C(=O)NCc1ccccn1)S(C)(=O)=O
  A = -2; B = -1.0; C = 10; D = 0.82; E = 0; F = -0.5; G = -0.8; H = -6; I = 5

Cc1ccc(S(=O)(=O)N2CCN(C(=O)CSc3nc4ccccc4o3)C2)cc1
  A = -1; B = 0.7; C = 2; D = .; E = -3; F = -0.6; G = 0.2; H = 6; I = 6

O=C1CC(N2CCN(C3CC(=O)N(CCc4ccccc4)C3=O)CC2)C(=O)N1CCc1ccccc1 (stereo not drawn)
  A = 4; B = -1.1; C = 6; D = .; E = 7; F = 0.3; G = -2.3; H = -9; I = 14

Cc1cccc(Cc2c(C)nc3c(C(=O)NCc4ccco4)cnn3c2C)c1
  A = 8; B = -2.8; C = 6; D = 3.9*; E = 13; F = 0.1; G = -1.2; H = 37; I = 20

COC(=O)NCc1ccc(Cl)c(Cl)c1
  A = 31; B = 0.5; C = 2; D = 0.24; E = 4; F = -0.6; G = -1.2; H = .; I = 12

Cc1cccc(Cc2nnc(NC(=O)c3cccc(S(=O)(=O)N4CCOCC4)c3)s2)c1
  A = 2; B = -1.2; C = 3; D = 0.37; E = 11; F = -0.5; G = -2.1; H = -4; I = 12

CC(C)C(=O)Nc1cccc(NC(=O)c2cccnc2)c1
  A = 9; B = 1.6; C = -6; D = 0.59; E = 3; F = -0.8; G = 0.0; H = .; I = 6

Cc1nn(C)c(C)c1S(=O)(=O)NC1CCCc2ccccc21 (stereo not drawn)
  A = 11; B = 0.3; C = -1; D = 0.35; E = -6; F = 0.3; G = -0.4; H = 9; I = 18

CC1CC(NC(=O)CCn2c(=O)oc3ccccc32)CC(C)(C)C1 (stereo not drawn)
  A = -7; B = -1.2; C = 7; D = 0.2; E = -6; F = 0.5; G = -0.2; H = -16; I = 22
